Screens from PubChem BioAssay.
ALDH1A1 inh: inhibitors of human aldehyde dehydrogenase 1A1. Potency, µM (doses to about 75.3 µM), inactives show at the top dose activity, negative = inhibition, usual class: inhibitors. AID 1030. 220,000 compounds, 7.3% hits. P00352. Purified ALDH1A1, NADH fluorescence, propionaldehyde substrate; active means well fitted inhibition curve with a large enough effect, not every such curve was filed as active; inconclusive means small, poorly fitted or top-dose-only effect, or another doubt; inactive means no such curve, though single readings can be large or run the other way;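 further: plate controls were no enzyme wells and a reference inhibitor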
Target sequence (P00352 whole entry, looked up): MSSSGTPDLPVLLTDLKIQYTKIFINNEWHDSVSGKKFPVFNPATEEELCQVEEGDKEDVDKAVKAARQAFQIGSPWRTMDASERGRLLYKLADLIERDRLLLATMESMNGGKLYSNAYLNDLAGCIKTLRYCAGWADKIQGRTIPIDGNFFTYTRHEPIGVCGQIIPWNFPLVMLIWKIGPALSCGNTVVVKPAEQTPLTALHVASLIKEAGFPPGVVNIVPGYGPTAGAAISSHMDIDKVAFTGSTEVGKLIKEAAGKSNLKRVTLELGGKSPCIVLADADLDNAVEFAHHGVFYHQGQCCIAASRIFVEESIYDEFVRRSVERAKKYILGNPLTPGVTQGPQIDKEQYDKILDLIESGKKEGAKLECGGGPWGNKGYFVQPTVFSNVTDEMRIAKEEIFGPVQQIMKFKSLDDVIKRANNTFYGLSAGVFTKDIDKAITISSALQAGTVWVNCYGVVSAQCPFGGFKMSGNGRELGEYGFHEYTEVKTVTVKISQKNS
Tau fibril ThT: tau fibrillization inhibition (ThT binding); 270,000 compounds, 2.1% hits; Potency, µM (highest dose often 57.4 µM), inactives show at the top dose activity, negative = inhibition, usual class: inhibitors; P10636; recombinant tau K18 P301L, heparin-induced fibrillization, ThT fluorescence; further: on the % scale 0 is the no-effect control and ±100 the full control effect; nearly all actives have a fitted effect of over 55% in size
Target sequence (P10636 561-689 P618L limits assumed): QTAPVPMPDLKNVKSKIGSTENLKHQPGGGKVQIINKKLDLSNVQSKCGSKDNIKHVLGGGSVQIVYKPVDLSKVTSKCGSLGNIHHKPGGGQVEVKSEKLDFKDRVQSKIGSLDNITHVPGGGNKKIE
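In this qHTS, human K18 P301L tau is incubated with compound and heparin for 6 hr at 37 C, and Thioflavin T fluorescence then reports fibril load.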
SMN2 splice up: enhancers of SMN2 splice variant expression. HEK293 SMN2-luciferase splicing reporter, luminescence, 30-36 h. Potency, µM (top dose mostly 46.1 µM), for inactives: at the highest dose activity change, positive = activation, actives largely listed as activators. 210,000 compounds, 2.8% hits. AID 1458; further: % of control where 0% means no effect; nearly all actives have a fitted effect of over 55% in size
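HEK293 cells carry an SMN2 […]–luciferase reporter in which exon 7 inclusion puts luciferase in frame. Cells were plated 10-12 h before compound addition, then incubated 30-36 h at 37C. ONE-Glo luminescence was read; sodium butyrate at 4.5 mM final served as control.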
Tau fluor counter: counter-screen for tau fibril formation inhibitors; Potency, µM (titrated, usually from 57.7 µM), for inactives: at the top dose activity change, negative = decrease; 280,000 compounds, 0.93% hits; tau K18 P301L Alexa594 fluorescence, heparin fibrillization; further: on the % scale 0 is the no-effect control and ±100 the full control effect; nearly all actives have a fitted effect of over 55% in size
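Human tau K18 P301L (15 uM unlabeled, 0.24 uM Alexa 594-labeled) in 100 mM sodium acetate pH 7 with 20 uM heparin, 6 hr at 37 C. ThT 30 uM added, 1 hr ambient; Alexa 594 FP and total fluorescence read at 555/632 nm.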
HTT ATP protect: Huntington cell model cytoprotection by ATP luminescence; PC12 HTT-Q103 induced, cytoprotection, ATP luminescence, 40 h; Potency, µM (series often up to 56.4 µM), without a hit: cytoprotection (ATP increase), most hits filed as activators; 230,000 compounds, 0.14% hits;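 further: % of control where 0% means no effect; nearly all actives have a fitted effect of over 45% in size; toxic huntingtin expression switched on by the ecdysone agonist tebufenozide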
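ATP quantification (ATPlite) reports survival of PC12 cells in which tebufenozide, 100 nM final, switches on Htt exon 1 with 103 glutamines linked to GFP; compounds are titrated.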
HTT aggregate: inhibitors of mutant huntingtin aggregate formation in PC12 cells | PC12 HttQ103-GFP aggregates, Acumen cytometry, 40 h | 220,000 compounds, 1.1% hits | Potency, µM (series often up to 46.1 µM), inactives show at the highest dose activity change, negative = inhibition, actives largely listed as inhibitors; further: on the % scale 0 is the no-effect control and ±100 the full control effect; nearly all actives have a fitted effect of over 60% in size
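Compounds (qHTS titration) were added to PC12 cells expressing an ecdysone-driven HTT exon 1 Q103–GFP fusion after induction with 100 nM tebufenozide. Aggregate formation was measured as GFP objects in cell lysates.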
Tau fibril FP: inhibitors of human tau fibril formation; 280,000 compounds, 0.39% hits; P10636; Potency, µM (top dose mostly 57.7 µM), inactives show at the highest dose activity, negative = inhibition, usual class: inhibitors; K18 P301L tau heparin fibrillization, Alexa594 FP, 6 h; further: on the % scale 0 is the no-effect control and ±100 the full control effect; nearly all actives have a fitted effect of over 55% in size
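FP of Alexa 594-tau after heparin (20 uM) induction. Substrate: human K18 P301L, 15 uM unlabeled, 0.24 uM labeled. Buffer 100 mM sodium acetate pH 7. 6 hr, 37 C.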
KDM4E inh: blocks human JMJD2E demethylase activity | B2RXH2 | JMJD2E catalytic domain, FDH-coupled NADH fluorescence (FDH is formaldehyde dehydrogenase) | 230,000 compounds, 1.6% hits | Potency, µM (doses to about 57.1 µM), without a hit: at the highest dose activity change, negative = inhibition, actives largely listed as inhibitors; active means well fitted inhibition curve with a large enough effect, not every such curve was filed as active; inconclusive means small, poorly fitted or top-dose-only effect, or another doubt; inactive means no such curve, though single readings can be large or run the other way;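 further: 0% = wells with enzyme and -100% = buffer wells without enzyme; nearly all actives have a fitted effect of over 50% in size; many of its hits are not listed in these tables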
Target sequence (B2RXH2 1-337 limits assumed): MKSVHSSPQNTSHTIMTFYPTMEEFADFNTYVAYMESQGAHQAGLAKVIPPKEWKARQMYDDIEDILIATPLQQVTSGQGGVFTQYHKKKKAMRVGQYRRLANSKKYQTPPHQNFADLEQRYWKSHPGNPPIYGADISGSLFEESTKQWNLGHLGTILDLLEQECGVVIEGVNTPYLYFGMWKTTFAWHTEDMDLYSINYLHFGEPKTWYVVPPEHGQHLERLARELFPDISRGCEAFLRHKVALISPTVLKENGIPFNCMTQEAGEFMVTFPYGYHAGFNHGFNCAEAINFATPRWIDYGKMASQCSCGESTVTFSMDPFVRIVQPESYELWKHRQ
* = called active by the depositor; u = inconclusive; x = not tested or not shown; & = joins results of further samples; [ ] = remark or other dose. Unless noted, the call rests on the fitted dose curve; in most records, active means well fitted curve in the direction sought with a large enough effect; inconclusive means small, poorly fitted or top-dose-only effect, or another doubt; inactive means no such curve, though single readings can be large; an effect the other way counts as inactive or inconclusive. Potency means the concentration at half of the fitted maximal effect. Some of the compounds tested, so the mix of outcomes need not match the whole.

SMILES	ALDH1A1 inh	Tau fibril ThT	SMN2 splice up	Tau fluor counter	HTT ATP protect	HTT aggregate	Tau fibril FP	KDM4E inh
Cc1ccc(-n2cnc3c(sc4nc(N5CCOCC5)c5c(c43)CCCC5)c2=O)cc1	x	-17%	x	-13%	7%[10 µM]	2%[9.22 µM]	0%	u
O=C(C1=NNCC1c1ccccc1)C1CO1 (stereo not given)	u	9%	23%	8%	19%[10 µM]	9%	-2%	-1%
O=C(Cc1c[nH]c2ccccc12)NNC(=O)c1ccccc1	6%	-11%	17%	-7%	-16%[10 µM]	7%	-6%	5%
COc1ccc(C(=O)O/N=C(\N)c2ccccn2)c(OC)c1	x	-17%	x	8%	u	-7%[9.22 µM]	2%	-4%
COc1ccc(-c2c3c(=O)n(C)c(=O)n(C)c3cn2-c2ccccc2)cc1	u	-9%	-5%	-2%	-14%[10 µM]	u	-4%	u
CCOC(=O)Cc1csc(NC(=S)NC(=O)c2ccc(F)cc2)n1	u	0%	-7%	-2%	-25%	2%	-8%	7%
CCNS(=O)(=O)c1ccc(OCCNS(C)(=O)=O)cc1	35%[activator]	12%	16%	4%	-6%	-9%	2%	5%
O=C(NC(=O)c1c(F)cccc1F)Nc1ccccc1SC(F)F	x	-6%	x	-14%	-5%[10 µM]	11%[9.22 µM]	-11%	0%
O=C(CSc1nnc(-c2ccccc2)n1Cc1ccccc1)NC1CC1	0%	1%	21%	3%	4%	3%	2%	0%
COCCNC(=O)Cn1cnc2sc(C)c(S(=O)(=O)N3CCC(C)CC3)c2c1=O	-12%	-8%	x	-10%	5%	-7%	u	2%
Cc1ccc(/C=N/Nc2nc(C(C)(C)C)cs2)o1	u	u	13µM*	u	-11%[10 µM]	-2%	u	-29%
CC(C)(C)c1ccc(-c2noc(CCC(=O)N3CCOCC3)n2)cc1	-6%	u	u	-8%	-129%[inhibitor]	-32%	1%	-4%
N[C@@]1(C(=O)O)CO[C@H]2[C@H](C(=O)O)[C@H]21	-9%	-8%	x	-3%	-50%[inhibitor]	x	2%	x
O=C(Nc1cccnc1)c1ccc(-c2cc(Cl)ccc2Cl)o1	73%[activator]	-3%	-4%	u	-29%[1.9 µM]	8%[9.22 µM]	u	u
CC(C)n1c(N2CCN(C(=O)Nc3ccccc3)CC2)nc2ccccc21	2%	-9%	-14%	-8%	-5%	1%	0%	-5%
Cc1ccc(/C([O-])=C(/C(=S)NCc2ccccc2)[n+]2cccc(CO)c2)cc1[N+](=O)[O-]	8.9µM*	u	1%	-17%	-11%	12%	-4%	-12%
COc1ccc2c(CC(=O)Nc3ccc(OC)nc3)coc2c1	-4%	-11%	-2%	-5%	13%[10 µM]	7%	7%	-10%
Cc1cccc(Sc2nc(-c3ccccc3)ncc2C(=O)O)c1	15%	-4%	-19%	-1%	-2%	-22%	10%	8%
O=C(c1ccc(C(=O)N2CCOCC2)s1)N1CCOCC1	4%	-13%	-24%	-8%	-7%	-1%	-15%	0%
FC(F)(F)Oc1ccc(NC(=S)Nc2ccc(OC(F)(F)F)cc2)cc1	x	x	x	u	8%[10 µM]	6%[9.22 µM]	u	-8%
O=C(COC(=O)c1ccc2ccccc2c1O)NCC(F)(F)F	x	-8%	x	-16%	-5%[10 µM]	-2%[9.22 µM]	-5%	u
O=C(CCSc1nc(-c2ccco2)cc(C(F)(F)F)n1)NCCN1CCOCC1	5%	-11%	x	-11%	-10%[10 µM]	-19%[9.22 µM]	-2%	-2%
OCCN1CCN(Cc2cc(Cl)c3cccnc3c2O)CC1	u	u	-47%[inhibitor]	-29%	-19%	u	u	22µM*
O=C(O)c1ccc2c(=O)[nH]c(CN3CCOCC3)nc2c1	-2%	-1%	17%	-2%	2%	-11%	0%	-5%
Cc1nn(C)cc1CNC(=O)c1cnn2c(C(F)F)cc(C3CC3)nc12	u	-6%	x	6%	7%[0.074 µM]	23%	-2%	u

(cont.)
SMILES	ALDH1A1 inh	Tau fibril ThT	SMN2 splice up	Tau fluor counter	HTT ATP protect	HTT aggregate	Tau fibril FP	KDM4E inh
CC(C)c1ccc(O)c(NC(=O)c2ncn[nH]2)c1	7%	-4%	-14%	-5%	13%	33%	3%	-7%
Cc1nnc(SCc2nnc(-c3cccs3)o2)n1C	-2%	1%	u	2%	4%	10%	-4%	4%
CCOC(=O)N1CCC(NC(=O)c2cc(S(=O)(=O)N3CCCCC3)ccc2F)CC1	-3%	4%	-36%[inhibitor]	-1%	-3%	7%	-5%	3%
Cc1cc(C)cc(C(=O)N(c2ccccn2)C(C)c2ccco2)c1 (stereo not given)	5%	-8%	-18%	-5%	31%	-6%	2%	5%
CN1/C(=C\C=C(/C#N)C(=O)Nc2ccc(Cl)cc2)C(C)(C)c2ccccc21	5%	u	-7%	-6%	-3%[10 µM]	-10%	-2%	-1%
CCOc1c(Br)cc(/C=C2\C(=O)N(CCC#N)N=C2C)cc1OC	u	7%	18%	4%	-7%[10 µM]	14%	5%	2%
COc1ccc(-c2nnc(-c3cc4ccccc4oc3=O)o2)cc1	u	-2%	u	-8%	24%[10 µM]	3%	4%	2%
CCNC(=O)C1CC(=O)N(CCCc2ccccc2)C(=Nc2ccccc2)S1 (stereo not given)	x	-5%	x	-15%	2%[10 µM]	11%[9.22 µM]	-9%	9%
Cc1cc(C)n(C(=O)/C=C/c2cccs2)n1	x	-3%	x	0%	5%[10 µM]	4%[9.22 µM]	-4%	-9%
Cc1cc(C)cc(N(CC(=O)N2CCC(C)CC2)S(=O)(=O)c2ccccc2)c1	-6%	-4%	7%	-1%	-2%	-6%	1%	-8%
CN(C)c1ccc(NC(=O)CSCc2nc3c(nnn3Cc3ccc(F)cc3)c(=O)[nH]2)cc1	10µM*	u	13%	-15%	-5%	8%	0%	-7%
CCc1ccc(N2Cc3ccccc3C2)cc1	x	x	x	-14%	-17%[10 µM]	-24%[9.22 µM]	-20%	u
O=C1OCCN/C1=C\C(=O)c1ccccc1	6%	-9%	x	-2%	21%[10 µM]	6%[9.22 µM]	1%	-16%
O=C(CSc1nnc(-c2ccccc2F)n1C1CC1)NC(=O)c1cccc([N+](=O)[O-])c1	9%	5%	-11%	0%	-10%[1.9 µM]	5%	1%	11%
Cc1cc(C)cc(Nc2nc3c(S(=O)(=O)c4ccccc4)nnn3c3ccccc23)c1	9%	-6%	24%	6%	x	2%	5%	u
NC(=O)c1ccc(NC(=O)c2ccc3c(c2)OCO3)cc1	5%	-16%	13µM*	-7%	-35%	3%	-1%	3%
CCOc1ccc(CN(C)CC(=O)Nc2cccc(C)c2)cc1OC	0%	2%	-31%[inhibitor]	-5%	-16%	-7%	-3%	16%
Nc1c(Cl)cc(NC(=O)c2ccccc2C(=O)O)cc1Br	-9%	u	0%	-5%	x	26%	14%	-7%
COc1ccccc1CNC(=O)Cc1c(C)c2c(cc(C)c3c(C)coc32)oc1=O	x	0%	-1%	-2%	x	x	-3%	x
Cc1ccc(/C=C/C(=O)OCC(=O)Nc2cccc(S(=O)(=O)N(C)C)c2)o1	u	-10%	6%	-21%	-44%[10 µM]	8%	-4%	-18%
Nc1ncnc(Nc2ccc(S(N)(=O)=O)cc2)n1	-3%	5%	x	12%	16%[10 µM]	4%[9.22 µM]	-3%	7%
CSc1nc(-c2ccco2)nn1S(=O)(=O)c1ccc(C)cc1	u	-8%	18%	-2%	-18%[10 µM]	16%	u	u
C=CCn1c(=O)[nH]c2nc3cc(N=CN(C)C)c(C)cc3nc2c1=O	x	x	x	1%	3%[10 µM]	10%[9.22 µM]	7%	u
CC(=O)NCCc1c[nH]c2ccc(O)cc12	-5%&-12%	u	-12%&-15%&1%	u	-44%[inhibitor]	x	u	u
COc1ccc(C(=O)CSc2nnc(-c3ccc(S(=O)(=O)N4CCOCC4)cc3)o2)cc1	0.5µM*	-1%	-34%[inhibitor]	-2%	-5%[10 µM]	-19%	-1%	2%

(listing goes on)
SMILES	ALDH1A1 inh	Tau fibril ThT	SMN2 splice up	Tau fluor counter	HTT ATP protect	HTT aggregate	Tau fibril FP	KDM4E inh
CCOC(=O)C1(CCOc2ccccc2)CCN(Cc2cccn2-c2ncccn2)CC1	-6%	-6%	x	4%	-10%[10 µM]	-2%[9.22 µM]	5%	-25%
CCCCN(Cc1ccco1)C(=O)Cn1ncc2c(=O)oc3ccc(C)cc3c21	21%	-12%	15%	-19%	-38%	-15%	-5%	-4%
COCc1cccc(NC(=O)CCc2ccccc2)c1	2%	-8%	19%	-5%	-10%	10%[9.22 µM]	-1%	-3%
CCS(=O)(=O)NC(C)C(c1cccs1)N1CCN(C)CC1 (stereo not given)	13%	-2%	3%	-7%	17%[10 µM]	0%	u	2%
CCCOc1ccc(/C=N/NC(=S)Nc2ccccc2[N+](=O)[O-])c(O)c1	-4%	9%	-87%[inhibitor]	12%	-42%[10 µM]	2%	11%	-6%
COc1ccccc1N1CCN(CCC(=O)Nc2cccc(F)c2)CC1	x	1%	-12%	-5%	x	x	7%	x
NC1(C(=O)O)C[C@@H](C(=O)O)[C@H](C(=O)O)C1	25%&-5%&6%	-4%&-3%&-13%	-9%	-7%&-1%&-5%	-32%&2%&-20%[inhibitor]	x	0%&0%&2%	-2%&-15%
CCc1ccc2nc(N)sc2c1	-1%	-8%	20µM*	-3%	-93%[inhibitor]	8%	-2%	6%
O=C1C=C(O)CC(c2ccco2)C1 (stereo not given)	1%	u	-10%	-13%	11%[10 µM]	14%	u	-23%
Cc1ccc(NC(=O)Cn2c(=O)n(Cc3ccc4c(c3)OCO4)c(=O)c3ccc(C(=O)NC4CCCCC4)cc32)c(C)c1	x	3%	9%	-8%	x	x	u	x
COc1ccc(NC(=O)C(Cl)=C(Cl)Cl)cn1	u	-2%	-5%	8%	-9%[10 µM]	u	5%	-2%
CCCOc1ccc(N2C(=O)CC(N3CCCC(C(=O)N4CCCC4)C3)C2=O)cc1 (stereo not given)	18µM*	-5%	15%	6%	-5%[10 µM]	-6%	0%	-2%
Nc1nc(CSc2nc3ccccc3[nH]2)cs1	u	u	19%	-16%	-23%[10 µM]	23%	-8%	-6%
